Screening data as filed in PubChem.
CTSL1 counter = Fasciola hepatica cathepsin L1 inhibitors, primary screen, counter-screen for PFM18AAP inhibitor project, biochemical, QFRET, fluorogenic peptide substrate | inhibition, % at 5.96 µM | 0.49% of 300,000 active | AID 1906, 2009 | recombinant F. hepatica cathepsin L1, Z-Leu-Arg-MCA fluorescence;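 active = inhibition above the mean of all tested compounds plus 3 SD, set per screening campaign, cut at about 17% in these data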;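 note: 0% = plate median of test compound wells and 100% = 1 µM Z-Phe-Ala-diazomethylketone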
Efflux pump inh = inhibitors of Candida efflux pumps in yeast, primary screen, S. cerevisiae, Nile Red, multiplex | inhibition, % at 10 µM | 0.44% of 330,000 active | S. cerevisiae Candida pump triplex | AID 485275, 2010;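 active = plate passing quality check with inhibition over a set limit, or well fluorescence over plate mean plus 4 SD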;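 note: Nile Red retained in pooled yeast measured as flow cytometry median fluorescence; 0% = buffer negative control and 100% = Enniatin B positive control; higher means more Nile Red kept so more efflux inhibition; some compounds called inactive have numbers as strong as hits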
PREPL inh = PREPL enzyme inhibitors, primary screen, biochemical, fluorescence polarization | Prolyl endopeptidase-like (Homo sapiens), Q4J6C6 | AID 2751, 2010 | inhibition, % at 5.96 µM | recombinant PREPL, fluorescence polarization activity-based probe | 0.68% of 320,000 active; in the data active = inhibition above about 43%;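 note: 0% = enzyme with DMSO and 100% = wells lacking enzyme; many of its hits are not listed in these tables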
JMJD2C inh = inhibitors of GASC-1 histone demethylase, primary screen, biochemical, fluorescence, DELFIA europium; Lysine-specific demethylase 4C (Homo sapiens), Q9H3R0; GST-JMJD2C(1-420) H3K9me3 demethylation; inhibition, % at 2.35 µM; 0.069% of 330,000 active; AID 2099, 2009;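 active = more than half of a compound's replicate wells show inhibition beyond 50%, single wells judged on their own value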;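 note: signal counts dimethyl H3K9 product captured on neutravidin plate; 0% = median of DMSO wells and 100% = 0.3 times that DMSO median; strong numbers were not always called active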
TPT1 inhibitor = Candida albicans TPT1 enzyme inhibitors, primary screen, biochemical, fluorescence polarization | recombinant caTPT1, FP RNA substrate dephosphorylation | inhibition, % at 5 µM | 0.81% of 300,000 active | AID 1962, 2009;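 active = inhibition above the mean of all tested compounds plus 3 SD, set per screening campaign, cut at about 24% in these data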;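 note: plate controls were DMSO alone for no effect and ferristatin control at 100 nM for full effect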
PP5 inh = PP5 phosphatase inhibitors, primary screen, biochemical, fluorescence. AID 1987, 2009. inhibition, % at 6.7 µM. Serine/threonine-protein phosphatase 5 (Homo sapiens), P53041. purified PP5c, OMFP substrate fluorescence. 0.18% of 320,000 active;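 active = inhibition above the campaign's mean inhibition across all tested compounds plus 3 SD, cut at about 9.5% in these data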;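 note: 0% = DMSO only and 100% = 100 µM cantharidin control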
Target sequence (P53041 whole entry, looked up): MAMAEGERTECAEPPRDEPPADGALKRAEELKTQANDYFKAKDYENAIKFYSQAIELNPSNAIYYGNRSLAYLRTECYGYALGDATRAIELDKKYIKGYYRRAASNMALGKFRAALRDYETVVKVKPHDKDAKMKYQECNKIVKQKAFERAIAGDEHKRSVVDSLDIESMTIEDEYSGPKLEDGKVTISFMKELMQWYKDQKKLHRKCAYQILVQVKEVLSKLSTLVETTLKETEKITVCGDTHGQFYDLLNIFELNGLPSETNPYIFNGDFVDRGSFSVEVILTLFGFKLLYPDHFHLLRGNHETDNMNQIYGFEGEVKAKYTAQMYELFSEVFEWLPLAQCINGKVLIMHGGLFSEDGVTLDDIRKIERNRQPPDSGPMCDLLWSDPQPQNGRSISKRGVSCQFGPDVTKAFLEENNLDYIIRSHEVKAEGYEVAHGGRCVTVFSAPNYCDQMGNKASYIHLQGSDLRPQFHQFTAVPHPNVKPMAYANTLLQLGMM
PP1 inh = PP1-alpha phosphatase inhibitors, primary screen, counter-screen for PP5 inhibitor project, biochemical, fluorescence, OMFP substrate, single point. 0.9% of 320,000 active. purified PP1alpha. inhibition, % at 6.7 µM;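 active = inhibition above the mean inhibition of all tested compounds plus 3 SD, computed separately for each screening campaign, cut at about 15% in these data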
Target sequence (P62136 whole entry, looked up): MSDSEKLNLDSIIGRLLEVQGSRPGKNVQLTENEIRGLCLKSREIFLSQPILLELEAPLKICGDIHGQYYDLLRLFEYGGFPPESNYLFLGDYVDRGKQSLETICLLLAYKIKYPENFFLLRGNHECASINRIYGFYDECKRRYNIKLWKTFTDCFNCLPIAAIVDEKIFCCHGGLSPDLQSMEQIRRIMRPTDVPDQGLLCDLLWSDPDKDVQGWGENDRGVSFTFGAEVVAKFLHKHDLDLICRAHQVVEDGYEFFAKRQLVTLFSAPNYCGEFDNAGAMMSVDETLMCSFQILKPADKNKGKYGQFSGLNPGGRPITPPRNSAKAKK
HCV core dimer = inhibitors of HCV core protein dimerization, primary screen, biochemical, TR-FRET, high-throughput; TR-FRET GST/Flag-core106 dimerization, 1536-well; inhibition, % at 5 µM; 0.33% of 300,000 active;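 active = inhibition above the mean of all tested compounds plus 3 SD, set per screening campaign, cut at about 45% in these data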
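assay system = GST-tagged and Flag-tagged HCV core protein residues 1-106 | controls = unlabelled core106 and no-GST-core106 wells | incubation = compound-protein-antibody incubation 4 h at 22.5 °C | probe or stimulus = Eu donor and XL665 acceptor anti-tag antibodies | read-out = % inhibition based on acceptor/donor emission ratio | signal = TR-FRET 671 and 617 nm emission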
LYPLA2 inh = LYPLA2 inhibitors, primary screen, counter-screen for PME1 inhibitor project, biochemical, fluorescence polarization, FP-Rh probe ABPP | Acyl-protein thioesterase 2 (Homo sapiens), O95372 | recombinant LYPLA2 | inhibition, % at 5.9 µM | 0.38% of 320,000 active;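 active = inhibition above the screen-wide mean plus 3 SD, limit set per campaign, cut at about 26% in these data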;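 note: 0% = LYPLA2 with DMSO and 100% = wells lacking LYPLA2 enzyme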
Target sequence (O95372 whole entry, looked up): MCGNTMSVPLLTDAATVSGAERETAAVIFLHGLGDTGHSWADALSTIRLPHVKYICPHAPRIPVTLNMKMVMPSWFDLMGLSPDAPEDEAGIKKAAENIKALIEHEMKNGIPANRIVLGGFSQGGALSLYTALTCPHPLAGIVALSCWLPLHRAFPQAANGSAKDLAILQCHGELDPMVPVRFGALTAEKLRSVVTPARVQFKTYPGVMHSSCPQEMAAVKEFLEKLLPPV
* = called active by the depositor; . = not tested or not shown. An excerpt, so the mix of outcomes need not match the whole.

SMILES | CTSL1 counter | Efflux pump inh | PREPL inh | JMJD2C inh | TPT1 inhibitor | PP5 inh | PP1 inh | HCV core dimer | LYPLA2 inh
Cc1cc(NC(=O)CSc2nnnn2-c2ccc(C(C)C)cc2)no1 | 0 | 0.1 | -11 | 4 | -2 | 2.6 | -1 | 1 | -1
CCc1cccc(NC(=O)CN(C)S(=O)(=O)c2cnc[nH]2)c1 | -2 | 0.0 | -3 | -2 | 1 | 2.1 | -3 | -2 | -10
CCCSc1nc(N)c(C#N)c(-c2ccc(C)cc2)c1C#N | 13 | 0.1 | 13 | -3 | -2 | 0.5 | -1 | 43 | 2
COC(=O)C12CCC(C)(c3nc4ccccc4nc31)C2(C)C (stereo not given) | -1 | -0.3 | 0 | 8 | -4 | 3.9 | -5 | 4 | 7
CCN1CCN(C(=O)C2(NC(=O)Nc3ccccc3Cl)CCCCC2)CC1 | -5 | -0.2 | 12 | 0 | 3 | -0.5 | -5 | -3 | 10
CC(=O)Nc1ccc(/C(C)=N/NC(=O)c2ccc(COc3ccccc3Cl)o2)cc1 | -2 | 0.1 | -1 | 1 | 0 | 3.2 | 3 | 3 | -11
O=C(NCCOc1ccccc1)c1cc2ccccc2o1 | -2 | -0.1 | -19 | 3 | -5 | 0.1 | -4 | -3 | -1
O=C(c1ccc(Cl)c(S(=O)(=O)Nc2ccccc2C(=O)N2CCc3ccccc3C2)c1)N1CCc2ccccc2C1 | -3 | 0.6 | 30 | 7 | -1 | 3.2 | 12 | 43 | -6
CCSC1=NCCN1C(=O)C(C)(C)Oc1ccc(Cl)cc1 | 4 | -0.2 | 7 | -4 | -4 | 1.2 | -4 | -4 | -1
CCOC(=O)c1sc(=S)n(C)c1NC(=O)c1ccc(OC)cc1 | -2 | 0.1 | -2 | 12 | 1 | 2.4 | -3 | 6 | -6
O=C1CN(C(=O)COC(=O)CNC(=O)c2ccc(Br)o2)c2ccccc2N1 | -9 | 0.1 | -1 | -8 | -1 | -0.2 | 2 | -1 | 2
CC(=O)c1cc2c(cc1NC(=O)c1cccc(S(=O)(=O)N3CCN(C)CC3)c1)OCO2 | 10 | -0.2 | 16 | -4 | -5 | -0.1 | -3 | 2 | -2
Cc1ccc(N2C(SCC(=O)O)=NC(=Nc3cccc(C)c3)C23CCCC3)cc1 | -1 | 0.0 | -5 | 3 | -4 | 2.0 | 1 | -1 | 2
N#Cc1cc(N)ccc1-n1cccc1 | 3 | 0.3 | 16 | 6 | -3 | 4.3 | 2 | 3 | 8
Cc1cccc(OCc2nc(-c3nonc3N)no2)c1C | 3 | -0.3 | -4 | . | 0 | 1.4 | 0 | 0 | -7
Cc1ccn2cc(-c3cccc(NC(=O)c4cccs4)c3)nc2c1 | 0 | 0.0 | -10 | -4 | 2 | 3.4 | 7 | 2 | -9
CCOC(=O)C1=NNC(C(=O)c2ccccc2)C1c1ccc(C)cc1 (stereo not given) | 5 | 0.2 | 4 | 9 | 0 | 1.6 | -5 | 5 | -1
COc1cccc(CN(C)C(c2ccccc2)c2ccccc2)c1OC | -3 | 0.2 | -1 | 3 | -2 | 4.9 | -2 | -1 | -1
CC(=O)Oc1cccc2c1C(=O)c1c(OC(C)=O)cc(C(=O)O)cc1C2=O | 6 | 0.0 | 5 | -23 | -23 | 2.2 | -1 | -41 | 1
CCOc1ccc2[nH]c3c(NCCN(C)C)ncnc3c2c1 | -1 | -0.2 | 9 | 0 | -3 | 0.0 | 0 | -2 | 1
COc1ccc(C)c(NC(=O)NCCc2cnc[nH]2)c1 | -6 | -0.1 | -1 | 12 | -1 | -1.9 | -3 | 5 | -1
Cc1cccc(NC(=O)CN(c2ccc(C(C)C)cc2)S(=O)(=O)c2c(C)nn(C)c2C)n1 | 3 | 0.0 | 21 | 2 | -3 | 3.1 | 9 | 4 | 0
COC(=O)c1ccc(NC(=O)CNCc2ccncc2)cc1 | -2 | 0.0 | -1 | -2 | 7 | -6.7 | 6 | 5 | -8
O=C(CSc1nnc(CNC(=O)c2cccs2)o1)NCC1CCCO1 (stereo not given) | -1 | -0.2 | -2 | 0 | -1 | 0.6 | -3 | 2 | -4
COc1ccc(N2CC(C(=O)N[C@@H](CC(C)C)C(=O)NC3CCCCC3)CC2=O)cc1 (stereo not given in full) | 0 | -0.1 | 9 | 4 | -2 | 1.4 | 3 | -13 | 5
COC(=O)CCCC(=O)NC1CC(C)(C)Cc2c1cnn2-c1ccc(C)cc1 (stereo not given) | 3 | -0.1 | 3 | 3 | -4 | 3.6 | 0 | 0 | 5
N/C(=N\OC(=O)c1ccc(F)cc1)c1ccc(Br)cc1 | 2 | 0.1 | 13 | 4 | 2 | 1.1 | -3 | -2 | -5
CC(=O)Nc1ccc(C(=O)Nc2ccc(S(=O)(=O)NCC3CCCO3)cc2)cc1 (stereo not given) | 4 | 0.1 | 3 | 9 | 0 | 1.1 | -7 | 1 | 2
Cc1nc(N2CCOCC2)c(C#N)c(C)c1Br | -2 | 0.1 | -7 | -4 | -2 | 0.4 | -4 | -1 | 4
CCc1ccc2nc(NC(=O)C3CSC4(C)CCC(=O)N34)sc2c1 (stereo not given) | 1 | 0.0 | -4 | 7 | 0 | 1.9 | 0 | 3 | -3
Cc1cccc(NC(=S)NCc2ccccc2)c1C | 0 | 0.0 | 7 | -3 | 2 | 0.1 | 0 | 2 | -1
C/C(CC(=O)N1CCN(C=O)CC1)=N\NC(=O)c1ccc(Br)cc1 | 1 | -0.1 | -11 | 39 | -3 | 2.6 | -2 | -2 | 1
CCOC(=O)C1=C(C)N(CCCCCC(=O)O)C(=O)NC1c1ccccc1OC(=O)c1cccs1 (stereo not given) | -7 | 0.1 | 5 | 1 | 1 | -2.9 | 2 | -12 | -5
Cc1c(NS(=O)(=O)c2ccc(F)cc2)c(=O)n(-c2ccccc2)n1C | -8 | 0.3 | 5 | -20 | -3 | 2.2 | 2 | -3 | -4
COCCNC(=O)CSc1nc2nc(C)cc(C)n2n1 | -1 | 0.0 | -5 | 2 | -2 | 0.2 | -3 | 3 | -6
O=C(c1ccc(Br)o1)N1CCN(c2ncccn2)CC1 | 4 | 0.1 | 5 | -2 | -1 | 2.7 | 2 | 10 | 0
CC(C)Cn1c(SCC(=O)N2CCN(S(=O)(=O)c3ccccc3)CC2)nc2ccccc21 | -1 | 0.0 | 13 | -1 | -2 | 2.6 | -6 | 10 | 3
CC1=Nc2ccccc2N=C(NC(=O)CSC(=S)N2CCCCC2)C1c1ccccc1 (stereo not given) | -8 | 0.3 | 20 | -5 | -7 | 2.7 | 2 | 1 | 1
CC1CCCC(C)N1C(=O)COC(=O)c1cc(-c2cccs2)nn1-c1ccccc1 (stereo not given) | 1 | 0.1 | 5 | -10 | -3 | 1.1 | 6 | 10 | 2
O=C(COC(=O)c1cc[n+]([O-])cc1)Nc1cc([N+](=O)[O-])ccc1Cl | 0 | 0.0 | 1 | -11 | -2 | 0.0 | 1 | -4 | -2
COc1ccc(NC(=O)CCCCC(=O)Nc2ccc(OC)cc2)cc1 | 6 | -0.1 | 6 | -1 | -1 | -2.0 | 0 | -8 | -1
CC(NC(=O)CN(C)Cc1nc2ccccc2c(=O)[nH]1)c1ccccc1 (stereo not given) | 3 | 0.0 | 7 | 6 | 2 | 2.8 | -6 | 2 | 0
CCN(Cc1cc2ccccc2[nH]c1=O)C(=O)C1CCCCC1 | -2 | 0.0 | -2 | 14 | -6 | -1.6 | 0 | 1 | 0
CCCN(CCC)S(=O)(=O)c1ccc(C(=O)N2CCC(=O)c3ccccc32)cc1 | -3 | 0.0 | -5 | 1 | 4 | -0.1 | 4 | 7 | -3
CS(=O)(=O)N1CCN(C(=O)c2csc3ccccc23)CC1 | 0 | 0.1 | 4 | 13 | 1 | -0.2 | -4 | -7 | 3
CC(SC1=NCCN1S(C)(=O)=O)c1ccccc1 (stereo not given) | -1 | 0.6 | -8 | 6 | -1 | 2.3 | -1 | -10 | 1
Clc1cccc2c1Sc1ccccc1CC2N1CCNCC1 (stereo not given) | 2 | 0.6 | -39 | -4 | 0 | 1.4 | 13 | -12 | 1
O=c1[nH]nc(-c2ccc(F)cc2)cc1Cc1ccc(F)cc1 | 2 | 0.2 | -66 | -12 | 2 | 3.8 | -2 | 1 | -8

The final 2 entries of the section before come first, to join the parts:
SMILES | CTSL1 counter | Efflux pump inh | PREPL inh | JMJD2C inh | TPT1 inhibitor | PP5 inh | PP1 inh | HCV core dimer | LYPLA2 inh
Clc1cccc2c1Sc1ccccc1CC2N1CCNCC1 (stereo not given) | 2 | 0.6 | -39 | -4 | 0 | 1.4 | 13 | -12 | 1
O=c1[nH]nc(-c2ccc(F)cc2)cc1Cc1ccc(F)cc1 | 2 | 0.2 | -66 | -12 | 2 | 3.8 | -2 | 1 | -8
N=c1c(C(=O)NC2CCCC2)cc2c(=O)n3ccccc3nc2n1CC1CCCO1 (stereo not given) | 0 | -0.1 | 8 | 18 | 2 | -0.4 | 1 | 6 | 0
O=C(NCc1ccccn1)c1ccc(Cn2c(=S)[nH]c3ccccc3c2=O)cc1 | -3 | 0.0 | -1 | -17 | -3 | 2.0 | 1 | 5 | 3
c1ccc2c(c1)OCC(c1nnc3sc(-c4ccc5c(c4)OCO5)nn13)O2 (stereo not given) | 0 | 0.0 | -91 | -11 | -3 | 0.8 | 0 | 14 | -4
Cc1ccc(S(=O)(=O)N2CCC(C(=O)Nc3ccccc3N3CCCCC3)CC2)cc1 | 5 | 0.0 | 8 | 8 | 0 | 0.9 | 1 | 14 | 3
CCS(=O)(=O)N1CCC(C(=O)Nc2cc(Cl)ccc2O)CC1 | -3 | -0.2 | -4 | 6 | 1 | 2.2 | 3 | -9 | -1
COc1ccc(OC)c(CCNC(=O)CS(=O)(=O)Cc2nc(-c3ccccc3Cl)oc2C)c1 | 0 | 0.1 | 10 | -10 | 0 | -0.5 | 1 | 7 | -4
O=C(c1ccc(S(=O)(=O)N2CCCCC2)cc1)N(c1ccccn1)C1CCCCC1 | 9 | 0.0 | 21 | 0 | -6 | -1.7 | 8 | 0 | 4
O=c1c2ccccc2nc2n1C(CSCc1ccc(Cl)cc1Cl)CS2 (stereo not given) | 0 | 0.1 | 3 | -18 | -3 | 0.3 | 0 | 17 | 4
COc1cc(/C=N/NC(=O)c2ccncc2)ccc1OCC(=O)Nc1cccc([N+](=O)[O-])c1 | 5 | -0.1 | 2 | 9 | 0 | 5.7 | 0 | 27 | 3
COc1cc(OC)c2c(c1O)OC(c1ccccc1)CC2=O (stereo not given) | -2 | 0.6 | 7 | 12 | 3 | 4.2 | 3 | -7 | -2
